# Dyrk1A ADPGlo – blocks rat Dyrk1A kinase activity | hit rate 0.43% among 310,000 | ADP-Glo luminescence, NFATc1 peptide | inhibition, % at 12.5 µM | Q63470; in the data active = inhibition above about 50%;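 also: plate controls were vehicle with enzyme for no effect and no enzyme for full effect; many of its hits are not listed in these tables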
# TMEM16A act – activators or potentiators of mouse TMEM16A chloride channel; Q8BHY3; HEK293 TMEM16A/YFP-H148Q/I152L, iodide quench fluorescence; active compounds read low; B-score at 10 µM; hit rate 0.3% among 340,000;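 active = fluorescence-ratio B-score plate-corrected deviation score at least 3 library SD below zero, with starting fluorescence score within 5 deviations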;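 also: channel opened by trigger with iodide after compound preincubation; score built on the fluorescence ratio of max minus min over baseline; more negative score means more quench and so TMEM16A activation or potentiation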
# TMEM16A inh – inhibitors of mouse TMEM16A calcium-activated chloride channel; HEK293 TMEM16A/YFP iodide influx fluorescence, ionomycin; Q8BHY3; normalized B-score (activity score, 25-100; higher = stronger inhibition) at 10 µM; hit rate 1.2% among 310,000;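 active = ratio plate-corrected score three or more library SD toward inhibition, starting fluorescence score within five deviations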;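 also: score derived from kinetic fluorescence span divided by baseline fluorescence per well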
# hERG protect – hERG (human) protection from proarrhythmic block. hit rate 0.51% among 310,000. AID 1511. CHO-hERG, FluxOR thallium flux, dofetilide IC70 present. activation (rescue from dofetilide block), less the hit threshold, % at 10 µM. Q12809;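 active = activation above the mean of controls blocked by dofetilide plus 5 SD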;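 also: thallium influx through hERG after potassium depolarization seen as dye fluorescence rise; in these data hits start at about 4.7%; inactives centre near -7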
# KCNK3 block – human KCNK3 channel inhibition, primary screen. O14649. CHO-KCNK3 thallium flux, FluxOR fluorescence; active compounds read low. B-score at 10 µM. hit rate 0.84% among 340,000;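 active = B-score under library mean minus 4 SD, starting fluorescence ratio at most library mean plus 5 SD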;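 also: more negative B-score means stronger inhibition of thallium flux through KCNK3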
# Target sequence (O14649 whole entry, looked up): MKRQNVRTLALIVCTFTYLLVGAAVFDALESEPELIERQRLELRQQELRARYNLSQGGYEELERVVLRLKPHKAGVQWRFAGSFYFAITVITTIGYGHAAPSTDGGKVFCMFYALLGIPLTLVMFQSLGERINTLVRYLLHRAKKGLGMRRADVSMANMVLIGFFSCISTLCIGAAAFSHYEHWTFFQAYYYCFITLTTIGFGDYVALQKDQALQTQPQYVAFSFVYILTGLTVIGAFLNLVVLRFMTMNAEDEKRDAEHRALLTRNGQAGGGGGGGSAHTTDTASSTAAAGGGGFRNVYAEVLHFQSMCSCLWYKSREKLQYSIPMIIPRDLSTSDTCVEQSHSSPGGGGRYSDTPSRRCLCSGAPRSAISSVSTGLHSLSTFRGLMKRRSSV
# KCNQ1 pot – human KCNQ1 channel potentiation or activation. P51787. CHO-K1 KCNQ1, thallium flux FluxOR fluorescence; active compounds read high. AID 2648. hit rate 0.35% among 310,000. B-score at 10 µM;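 active = fluorescence ratio B-score, a plate-corrected score, at least three library SD, with initial intensity B-score within 5 SD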
#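 assay system = KCNQ1-transfected CHO-K1 cells | medium = assay buffer with matched DMSO | probe or stimulus = depolarizing K+/Tl+ stimulus, K2SO4 and Tl2SO4 each 12.5 mM in 5x stock | dosing = single dose | incubation = dye 90 min, compound 20 min, room temperature | detection = kinetic FluxOR fluorescence, 10 s baseline plus 110 s post-stimulus | evaluation = ratio B score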
# TRPC4 PAM – allosteric potentiators of mouse TRPC4 channel; hit rate 0.42% among 310,000; Q9QUQ5; HEK293 TRPC4beta/mu-opioid, DAMGO EC20, Fluo-4 Ca2+ flux; active compounds read high; B-score at 10 µM;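 active = B-score of calcium response area above 5 SD of library B-scores, with initial fluorescence ratio within 5 SD of library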;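 also: B-score of integrated fluorescence ratio over time as area under calcium response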
# KCNK9 inh – human KCNK9 channel inhibition; Q9NPC2; HEK293 KCNK9, FluxOR thallium flux fluorescence; active compounds read low; B-score at 10 µM; hit rate 1.2% among 310,000; AID 488922;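 active = ratio B-score over 3 SD below the library mean, with starting fluorescence within 5 SD of its mean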;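 also: negative B-score means less thallium flux so channel inhibition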
# TRPC4 agonist – TRPC4 (mouse) channel activation; HEK293 TRPC4beta/mu-opioid, Fluo4 calcium fluorescence; active compounds read high; B-score at 10 µM; hit rate 0.49% among 310,000; AID 2237;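 active = B-score above 5 SD of library B-scores, and initial fluorescence ratio not above library mean plus 5 SD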;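 also: positive B-score marks a calcium rise read as TRPC4 activation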
#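 Material: TRPC4beta and mu-opioid receptor HEK293 stable cells | Incubation: 45 min room-temperature Fluo4 loading, 110 s read | Detection: Kinetic Fluo4 calcium fluorescence | Measure: Integrated baseline-normalised fluorescence ratio, converted to per-well B score | Benchmarks: Low control buffer alone, high control maximal DAMGO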
# KCNQ1 inh – inhibitors of human KCNQ1 potassium channel | CHO-K1 KCNQ1, FluxOR thallium flux fluorescence; active compounds read high | B-score at 10 µM | hit rate 1.3% among 310,000;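 active = compounds whose thallium flux B-score, printed positive for inhibition, exceeds three library SD while starting fluorescence stays within three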;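 also: channel opened by potassium depolarization with thallium stimulus after 20 min compound exposure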
# HDAC3 inhib – human HDAC3 inhibition; hit rate 0.15% among 320,000; O15379; recombinant HDAC3, fluorogenic peptide/trypsin coupled, fluorescence; inhibition, % at 8.3 µM; in the data active = inhibition above about 26%, passing the limit was not always enough
# Target sequence (O15379 whole entry, looked up): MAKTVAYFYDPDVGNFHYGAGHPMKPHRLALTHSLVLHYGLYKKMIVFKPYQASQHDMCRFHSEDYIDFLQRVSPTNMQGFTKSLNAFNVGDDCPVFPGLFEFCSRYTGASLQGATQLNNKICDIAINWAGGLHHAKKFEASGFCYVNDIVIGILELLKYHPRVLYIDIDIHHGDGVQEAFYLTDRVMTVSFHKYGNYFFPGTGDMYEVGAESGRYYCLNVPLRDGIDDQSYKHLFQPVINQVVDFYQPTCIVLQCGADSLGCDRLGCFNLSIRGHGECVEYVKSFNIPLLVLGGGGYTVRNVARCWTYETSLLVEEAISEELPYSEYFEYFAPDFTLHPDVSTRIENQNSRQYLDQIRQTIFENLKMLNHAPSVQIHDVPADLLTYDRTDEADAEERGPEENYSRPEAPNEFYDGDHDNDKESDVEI
# An asterisk follows results filed as active; i = inactive; · = not tested or not shown. Not all compounds are listed, so the mix of outcomes need not match the whole.
SMILES,Dyrk1A ADPGlo,TMEM16A act,TMEM16A inh,hERG protect,KCNK3 block,KCNQ1 pot,TRPC4 PAM,KCNK9 inh,TRPC4 agonist,KCNQ1 inh,HDAC3 inhib
Cc1ccc(S(=O)(=O)N/N=C/c2ccc(OS(=O)(=O)c3ccc(C)c([N+](=O)[O-])c3)cc2)cc1,5,i,i,-10,i,i,i,i,i,i,9
CN(C)CCN(C(=O)c1ccc(S(=O)(=O)N2CCc3ccccc32)cc1)c1nc2ccc(F)cc2s1,-3,i,i,-12,i,i,i,i,i,i,16
Cc1ccc(N2CCN(S(=O)(=O)c3ccc(Cl)s3)CC2C)cc1 (centres undefined),-5,i,25*,-9,i,i,i,i,i,i,3
COc1ccc(CCn2c(SCCN3CCCCC3)nc3ccccc3c2=O)cc1OC,3,i,i,-24,i,i,i,i,i,i,7
Cc1cccc(-c2nnc(SCC#N)n2-c2cccc(Cl)c2)c1,-8,i,i,-13,i,i,i,i,i,i,1
COc1ccc(CNC(=O)C23CN(Cc4ccccc4)CC2C(c2ccc([N+](=O)[O-])cc2)=NO3)cc1 (centres undefined),-1,i,i,-6,i,i,i,i,i,i,7
CC1(C)CC2CC(C)(CN2Cc2cccc([N+](=O)[O-])c2)C1 (centres undefined),-4,i,i,-2,i,i,i,i,i,i,3
Cc1ccc2nc(NC3=NC(CC(=O)O)C(=O)N3)nc(C)c2c1 (centres undefined),·,·,i,-9,·,i,i,i,i,i,-7
Cc1c(C(=O)N2CCN(c3ccc([N+](=O)[O-])cc3)CC2)sc2ncn(CC(=O)N3CCOCC3)c(=O)c12,0,i,i,-9,i,i,i,i,i,i,7
Cc1occc1C(=O)N/N=C/C1=C(N2CCOCC2)C(=C\c2ccc(Cl)cc2)/CC1,-3,i,i,-9,i,i,i,i,i,i,-3
O=C(Cn1ncc2c3ccccc3n(Cc3cccc(Cl)c3)c2c1=O)NCC1CCCO1 (centres undefined),-2,i,i,-7,i,i,i,i,i,i,-7
O=C(CNc1cccc([N+](=O)[O-])c1)NCCCc1ccccc1,5,i,i,-5,i,i,i,i,i,i,6
CC(C)(C)NC(=O)c1cc(NC(=O)c2cccs2)cc(NC(=O)c2cccs2)c1,2,i,i,-8,-11*,i,i,-7.2*,i,i,-3
Cc1ccc(C23CC4CC(CC(NC(=O)N5CCN(C)CC5)(C4)C2)C3)cc1,2,i,i,-9,i,i,i,i,i,i,4
Cc1cccc(C2C3=C(Nc4[nH]n(-c5ccccc5)c(=O)c42)c2ccccc2C3=O)c1 (centres undefined),1,i,·,-23,i,i,i,-7.5*,i,i,·

# Just hERG protect, for 2 of the compounds above:
mol	hERG protect
Cc1cccc(-c2nnc(SCC#N)n2-c2cccc(Cl)c2)c1	-13
COc1ccc(CNC(=O)C23CN(Cc4ccccc4)CC2C(c2ccc([N+](=O)[O-])cc2)=NO3)cc1 (centres undefined)	-6

# Additional entries:
SMILES,Dyrk1A ADPGlo,TMEM16A act,TMEM16A inh,hERG protect,KCNK3 block,KCNQ1 pot,TRPC4 PAM,KCNK9 inh,TRPC4 agonist,KCNQ1 inh,HDAC3 inhib
CC(C)(C)OC(=O)N[C@@H](Cc1ccccc1)c1nnc(S(=O)(=O)Cc2cccc(F)c2)o1,·,·,i,-11,·,i,i,i,i,i,69*
NC(=O)c1ccsc1NC(=O)COC(=O)Cc1n[nH]c(=O)c2ccccc12,5,i,i,-5,i,i,i,i,i,i,1
O=C(Cn1cnc2ccccc2c1=O)c1ccc(Cl)cc1,1,i,·,-10,i,i,i,i,i,i,·
Cc1ccc(-c2nc(CS(=O)CC(=O)NCCC(C)C)c(C)o2)cc1 (centres undefined),5,i,i,-13,i,i,i,i,i,i,13
Cn1cc(-c2nnnn2-c2ccc(Cl)cc2)c(=O)c2ccccc21,7,i,i,-4,i,i,i,i,i,i,4
C=CCNC(=O)c1ccc(NC(=O)CC2SC(N3CCCC3)=NC2=O)cc1 (centres undefined),14,i,i,-13,i,i,i,i,i,i,-2
COc1ccc(OCc2nnc(SCC(=O)NCc3ccco3)o2)cc1,2,i,i,-10,i,i,i,i,i,i,0
CC(C)CNc1nc(Oc2ccc(=O)n(-c3ccccc3)n2)nc(N2CCOCC2)n1,0,i,i,-6,i,i,i,i,i,i,6
CC1(C)Cc2c(cnn2-c2cccc(F)c2)C(NC(=O)CCN2CCCC2=O)C1 (centres undefined),-2,i,i,-11,i,i,i,i,i,i,-1
CC(=O)c1ccc(N(CC(=O)NCC2CCCO2)C(=O)CCC(=O)Nc2cc(C)on2)cc1 (centres undefined),-6,i,i,-4,i,i,i,i,i,i,3
NC(=O)N/N=C/c1cn(CC(=O)Nc2ccc(F)cc2)c2ccccc12,·,i,i,-11,i,i,i,i,i,i,6
CCN(CC)CCCNC(=S)N(Cc1cccnc1)Cc1cc2cc(C)cc(C)c2[nH]c1=O,4,i,i,-9,i,i,i,i,i,i,1
Cc1cc(C)n2nc(-c3ccc(Cl)cc3)cc2n1,3,i,i,-4,i,i,i,i,i,i,1
CC(=O)Nc1ccc(C(=O)OCCc2ccccc2)cc1,1,i,i,-9,i,i,i,i,i,i,5
COc1ccc(NC(=S)Nc2ccc(Oc3ccccc3)cc2)cc1,2,i,i,-4,i,i,i,i,i,i,-4
CC(=O)n1cc([C@H]2C=C(C(=O)N3CCOCC3)O[C@@H](OCCCCO)C2)c2ccccc21,7,i,i,-9,i,i,i,i,i,i,2
Cc1ccccc1OCC(=O)NCCNC(=O)c1ccncc1,2,i,i,-4,i,i,i,i,i,i,0
CN1CCN(CC(=O)Nc2c(C#N)cnn2-c2ccccc2)CC1,·,i,i,-6,i,i,i,i,59*,i,-8
N/C(=N\N=C\c1ccc(O)cc1)c1nonc1N,0,i,i,-11,i,i,i,i,i,i,7
CN(C)c1ccc(NC(=O)c2cccc(C(=O)Nc3ccc(N(C)C)cc3)n2)cc1,14,i,i,-13,i,i,i,i,i,i,6
O=C(Cc1cccc(C(F)(F)F)c1)NCc1cccc(Cl)c1,6,i,i,-2,i,i,i,i,i,i,5
COc1ccc(C(=O)O/N=C(\N)c2ccccc2)cc1OC,0,i,i,-7,i,i,i,i,i,i,2
COc1ccc(-c2[nH]ncc2CN2CCCO2)cc1F,6,i,i,-20,i,i,i,i,i,i,-4
Cn1c(O)c(N=NC(=O)c2cccc(S(=O)(=O)N3CCCCC3)c2)c2ccccc21,1,i,i,-7,i,i,i,i,i,i,6
C[C@H](NC(=O)[C@@H]1CSC2c3ccccc3C(=O)N21)C(=O)NCCc1ccccc1 (some centres undefined),·,i,i,-10,i,i,i,i,i,i,2
COc1cc(CN2CCC(n3nccc3NC(=O)C3CCOC3)CC2)ccc1F (centres undefined),3,i,i,-6,i,i,i,i,i,i,-4
O=C(N/N=C/c1c[nH]c2ccccc12)c1ccccc1Cl,13,i,i,-9,i,i,i,i,i,i,9
O=C(Nc1cccc(S(=O)(=O)N2CCOCC2)c1)c1ccco1,1,i,i,-8,i,i,i,i,i,i,-9
C[C@@H]1CN(C(=O)c2nc3ccc(Cl)cn3c2CN[C@H]2CCCCNC2=O)C[C@H](C)O1,2,i,i,-10,i,i,i,i,i,i,·
CC(=O)c1cc2c(cc1NS(=O)(=O)c1ccccc1F)OCO2,2,i,i,-7,i,i,i,i,i,i,2
Cc1cccc2c(=O)c(-c3ccc(Cl)cc3)c(NC(=O)c3ccco3)oc12,·,i,i,-8,i,i,i,i,i,i,2
CC1(C)C(C=C(Cl)Cl)C1C(=O)N(Cc1ccc(Cl)cc1)C1CCS(=O)(=O)C1 (centres undefined),-6,i,i,-5,i,i,i,i,i,i,14
O=C(c1cccs1)n1cc(C(=S)N2CCOCC2)c2ccccc21,9,i,i,-15,i,i,i,i,i,i,3

# Gathered by group, the entries above containing a Cl atom (twelve)
SMILES,Dyrk1A ADPGlo,TMEM16A act,TMEM16A inh,hERG protect,KCNK3 block,KCNQ1 pot,TRPC4 PAM,KCNK9 inh,TRPC4 agonist,KCNQ1 inh,HDAC3 inhib
Cc1ccc(N2CCN(S(=O)(=O)c3ccc(Cl)s3)CC2C)cc1 (centres undefined),-5,i,25*,-9,i,i,i,i,i,i,3
Cc1cccc(-c2nnc(SCC#N)n2-c2cccc(Cl)c2)c1,-8,i,i,-13,i,i,i,i,i,i,1
Cc1occc1C(=O)N/N=C/C1=C(N2CCOCC2)C(=C\c2ccc(Cl)cc2)/CC1,-3,i,i,-9,i,i,i,i,i,i,-3
O=C(Cn1ncc2c3ccccc3n(Cc3cccc(Cl)c3)c2c1=O)NCC1CCCO1 (centres undefined),-2,i,i,-7,i,i,i,i,i,i,-7
O=C(Cn1cnc2ccccc2c1=O)c1ccc(Cl)cc1,1,i,·,-10,i,i,i,i,i,i,·
Cn1cc(-c2nnnn2-c2ccc(Cl)cc2)c(=O)c2ccccc21,7,i,i,-4,i,i,i,i,i,i,4
Cc1cc(C)n2nc(-c3ccc(Cl)cc3)cc2n1,3,i,i,-4,i,i,i,i,i,i,1
O=C(Cc1cccc(C(F)(F)F)c1)NCc1cccc(Cl)c1,6,i,i,-2,i,i,i,i,i,i,5
O=C(N/N=C/c1c[nH]c2ccccc12)c1ccccc1Cl,13,i,i,-9,i,i,i,i,i,i,9
C[C@@H]1CN(C(=O)c2nc3ccc(Cl)cn3c2CN[C@H]2CCCCNC2=O)C[C@H](C)O1,2,i,i,-10,i,i,i,i,i,i,·
Cc1cccc2c(=O)c(-c3ccc(Cl)cc3)c(NC(=O)c3ccco3)oc12,·,i,i,-8,i,i,i,i,i,i,2
CC1(C)C(C=C(Cl)Cl)C1C(=O)N(Cc1ccc(Cl)cc1)C1CCS(=O)(=O)C1 (centres undefined),-6,i,i,-5,i,i,i,i,i,i,14

# Screening data deposited in PubChem BioAssay by several laboratories.
